D3 antag = D3 dopamine receptor (human) antagonism. P35462. D3R cells, DiscoveRx beta-arrestin luminescence, antagonist mode; active compounds read low. max response, negative = inhibition, %. 360,000 tested, 2.5% active; in the data active means max response below about -50%; inconclusive means no clear call, values can overlap the other calls; further: on the % scale 0 is the no-effect control and ±100 the full control effect; mostly tested at two doses, the higher about 12 µM
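Cells expressing the human receptor were seeded at 1500 cells/well, incubated overnight at 37 degrees C in 5% CO2, then exposed to library compounds with dopamine controls for 90 minutes at 37 degrees C before luminescent detection.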
DRD3 agonist = activates the human D3 dopamine receptor; max activation, %; 410,000 tested, 0.58% active; AID 652048; D3R DiscoveRx beta-arrestin cells, luminescence, 90 min; P35462; in the data active means max activation above about 30%; further: 0% is about no effect; mostly tested at two doses, the higher about 12 µM
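Cells at 1500/well, incubated overnight, then treated with pinned compounds (dopamine as control) for 90 min at 37 degrees C. DiscoveRx reagent added for 30 - 60 minutes at room temperature; luminescence read.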
EPAC2 ag = EPAC2 (human) agonism. EPAC2 activation, biochemical qHTS; response scale: 100% = 6.5 mM cAMP response. Q8WZA2. Potency, µM (series often up to 154 µM), for inactives: at the highest dose activation, actives largely listed as activators. 360,000 tested, 0.079% active. AID 720711; further: potency means the concentration at half of the fitted maximal effect; nearly all actives have a fitted effect of over 50% in size
Target sequence (Q8WZA2 whole entry, looked up): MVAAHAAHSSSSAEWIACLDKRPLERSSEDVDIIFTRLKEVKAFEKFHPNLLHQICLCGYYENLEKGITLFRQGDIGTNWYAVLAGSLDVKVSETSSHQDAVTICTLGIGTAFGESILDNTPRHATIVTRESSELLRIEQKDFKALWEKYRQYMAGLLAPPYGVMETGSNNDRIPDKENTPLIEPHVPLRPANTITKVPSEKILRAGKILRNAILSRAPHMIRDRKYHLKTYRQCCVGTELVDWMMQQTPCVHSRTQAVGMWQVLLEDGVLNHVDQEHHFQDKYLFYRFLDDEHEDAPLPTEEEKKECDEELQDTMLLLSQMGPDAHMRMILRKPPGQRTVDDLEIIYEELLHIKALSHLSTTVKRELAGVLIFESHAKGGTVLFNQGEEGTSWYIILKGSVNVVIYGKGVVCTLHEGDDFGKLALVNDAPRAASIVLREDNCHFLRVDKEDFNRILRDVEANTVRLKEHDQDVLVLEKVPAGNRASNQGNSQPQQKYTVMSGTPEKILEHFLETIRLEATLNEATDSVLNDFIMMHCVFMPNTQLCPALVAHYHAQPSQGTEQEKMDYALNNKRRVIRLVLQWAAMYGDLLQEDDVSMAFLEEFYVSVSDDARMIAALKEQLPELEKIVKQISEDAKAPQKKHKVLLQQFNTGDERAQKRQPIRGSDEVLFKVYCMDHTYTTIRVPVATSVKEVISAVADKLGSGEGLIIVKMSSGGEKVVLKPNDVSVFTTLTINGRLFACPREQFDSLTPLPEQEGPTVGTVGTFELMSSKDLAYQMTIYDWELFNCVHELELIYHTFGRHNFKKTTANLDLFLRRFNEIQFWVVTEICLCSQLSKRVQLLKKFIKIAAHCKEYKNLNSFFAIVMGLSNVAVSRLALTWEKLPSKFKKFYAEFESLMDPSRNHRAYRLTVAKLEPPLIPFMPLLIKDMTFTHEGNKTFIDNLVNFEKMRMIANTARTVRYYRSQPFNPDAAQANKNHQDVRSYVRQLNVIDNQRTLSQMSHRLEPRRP
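Fluorescence exchange assay: 100 nM EPAC2 with 250 nM RAP1B-BODIPY-GDP and 50 uM GDP; compounds tested as a concentration-titration series (qHTS). Loss of Rap1-bound BODIPY-GDP fluorescence read at 480/540 nm; data normalized to 6.5 mM cAMP.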
EPAC2 antagonist = EPAC2 (human) antagonism. AID 720708. Q8WZA2. Potency, µM (top dose mostly 114 µM), without a hit: at the top dose activity, negative = inhibition, most hits filed as inhibitors. EPAC2 GEF exchange of Rap1B-BODIPY-GDP, fluorescence. 360,000 tested, 0.18% active; further: potency means the concentration at half of the fitted maximal effect; on the % scale 0 is the no-effect control and ±100 the full control effect; nearly all actives have a fitted effect of over 45% in size; many of its hits are not listed in these tables
PTHR1 agonist = activates the human parathyroid hormone receptor PTHR1 | Q03431 | HEK293 GP2 PTHR1 cells, GloSensor cAMP luminescence, 1 h | Potency, µM (series often up to 115 µM), for inactives: at the highest dose activation, actives largely listed as activators | 410,000 tested, 0.075% active; further: potency means the concentration at half of the fitted maximal effect; nearly all actives have a fitted effect of over 55% in size; some results filed as inactive show a strong effect at the top dose; inactives centre near -15; many of its hits are not listed in these tables
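HEK-293-derived GP2 cells expressing PTHR1 and a GloSensor cAMP reporter, 3,000/well, plated overnight, given luciferin plus IBMX (each 0.5 mM as added) for 1 h at 37 °C, then compound for 1 h at 37 °C. Luminescence was read after 15 min at room temperature.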
CCT modulator = changes cytosolic chaperonin activity; purified chaperonin ATPase assay, HTRF ADP detection, 30 min; AID 651819; 360,000 tested, 0.3% active; activity change, % (concentration not given with the values), hits read low; in the data active means activity change below about -30%; further: on the % scale 0 is the no-effect control and ±100 the full control effect
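ATPase activity: ADP formed was measured by HTRF Transcreener (665/615 nm ratio) after 30 min at 37 deg C with 10 uM ATP. Compounds screened at one 76 uM concentration against 40 or 20 nM TRiC in Tris pH 7.4/KCl/MgCl2/DTT buffer.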
pAkt inh = blocks phosphorylation of Akt | Neuro2A IGF-stimulated pAkt S473 HTRF, 20 min; active compounds read low | activity change, % for hits at 50 µM | 360,000 tested, 0.32% active | AID 651550; in the data active means activity change below about -80%; inconclusive means mostly about -51% to -80%; further: on the % scale 0 is the no-effect control and ±100 the full control effect
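Neuro2A cells (4,500/well, DMEM with 0.5% FBS) were treated with compound at a single 50 µM final concentration, stimulated with 6 nM IGF for 20 min at 37 °C, and lysed. Phospho-Akt Ser473 was read by HTRF as 665/615 ratio ×10^4.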
MmCpn inh = blocks the Methanococcus maripaludis chaperonin Mm-Cpn; Potency, µM (titrated, usually from 76.9 µM), without a hit: at the highest dose activity, negative = inhibition, usual class: inhibitors; AID 504842; 330,000 tested, 0.031% active; purified Mm-Cpn ATPase, ADP Transcreener TR-FRET; further: potency means the concentration at half of the fitted maximal effect; on the % scale 0 is the no-effect control and ±100 the full control effect; nearly all actives have a fitted effect of over 80% in size
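Measured: ADP formation by purified Mm-CPN. Conditions: 25 nM protein, 10 uM ATP, Tris pH 7.4 with Mg2+, K+ and DTT, 37°C for 30 min. Detection: Transcreener HTRF after 30 min at room temperature.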
* marks the source's active call; other numbers are inactive results; i = inactive; ? = inconclusive; · = not tested or not shown; [ ] = remark or other dose. Unless noted, the call rests on the fitted dose curve; in most records, active means well fitted curve in the direction sought with a large enough effect; inconclusive means small, poorly fitted or top-dose-only effect, or another doubt; inactive means no such curve, though single readings can be large; an effect the other way counts as inactive or inconclusive. An excerpt; count on the stated rates, not on these rows.

Fields: D3 antag	DRD3 agonist	EPAC2 ag	EPAC2 antagonist	PTHR1 agonist	CCT modulator	pAkt inh	MmCpn inh
CC(=O)Oc1ccc(C(=O)Nc2cccc(NC(=O)c3ccco3)c2)cc1
→ -76*	16	-5%	-19%	-11%	0.0	i	0%
Cc1ccc(C(=O)Nc2cccnc2)cc1Cl
→ -14	-6	19%	-4%	18%	0.2	i	-4%
Cc1c(NC(=O)C(C)OC(=O)c2c3c(nc4ccccc24)CCC3)c(=O)n(-c2ccccc2)n1C (stereo not given)
→ 25	6	-3%	1%	-40%	-0.7	i	-1%
COc1ccc(/C=C/C(=O)N(C)CC(=O)Nc2cccc(F)c2)cc1S(=O)(=O)N1CCCCC1
→ 13	-15	-1%	-5%	i	-3.6	i	0%
CNC(=O)c1c(Br)cnn1-c1ccc(C)cc1
→ 9	-1	-9%	3%	i	2.6	i	-1%
COc1ccccc1-c1noc(Cn2cc(S(=O)(=O)N3CCCC3)ccc2=O)n1
→ 13	0	9%	1%	i	-4.2	i	1%
Cc1csc(N(C)C(=O)CSc2nnc(COc3cccc4ccccc34)o2)n1
→ -8	0	13%	-1%	-15%	0.4	i	-5%
CSc1ccccc1C(=O)N(C)C(c1ccccc1)c1ccccc1
→ 9	-1	9%	?	-25%	-2.1	i	3%
COc1ccc(/C=C/C(=O)Nn2cnnc2)cc1
→ -25	-5	12%	-5%	-3%	-2.9	i	0%
CCOc1cnc(-c2ccccc2F)o1
→ 10	5	9%	0%	i	1.5	i	-5%
Cc1ccc(NC(=S)NNc2ccc([N+](=O)[O-])cc2S(=O)(=O)Nc2ccccc2C(=O)O)cc1C
→ -2	-11	-4%	-21%	i	2.0	i	0%
CC(=O)NN=C(C)c1ccc(NC(=O)C2CC2)cc1
→ 4	1	7%	23%	i	-0.9	i	·
C/C(=N/NC(=O)CNC(=O)c1cccs1)c1ccc(Cl)cc1
→ -14	-13	7%	20%	i	-1.9	i	2%
CC1(c2nnc(-c3cccc(Cl)c3)o2)CC(c2ccccc2Br)=NO1 (stereo not given)
→ 16	-1	8%	9%	i	-0.8	i	3%
Cn1cc(C(=O)N2CCc3ccccc32)cn1
→ 1	2	-1%	11%	i	-0.2	i	1%
O=C(CCCNS(=O)(=O)c1cccc2nsnc12)NCc1ccc(F)cc1
→ 13	-3	18%	-14%	i	-1.3	i	-1%
CCC(Sc1nnc(C)c(=O)[nH]1)C(=O)Nc1cccc2ccccc12 (stereo not given)
→ -22	7	8%	11%	-2%	3.2	i	0%
CC(=O)Nc1c(C(=O)N2CCCCCC2)cnn1-c1ccccc1
→ -7	5	9%	18%	-22%	3.5	i	1%
CC1CCN(C(=O)CNC(=O)CNS(=O)(=O)c2ccccc2)CC1
→ 4	9	1%	0%	-2%	-0.8	i	0%
COC(=O)CC(N)c1ccc(Br)cc1 (stereo not given)
→ 0	3	7%	?	14%	-0.5	i	2%

The closing 6 records of the section before come first, to join the parts:
Fields: D3 antag	DRD3 agonist	EPAC2 ag	EPAC2 antagonist	PTHR1 agonist	CCT modulator	pAkt inh	MmCpn inh
Cn1cc(C(=O)N2CCc3ccccc32)cn1
→ 1	2	-1%	11%	i	-0.2	i	1%
O=C(CCCNS(=O)(=O)c1cccc2nsnc12)NCc1ccc(F)cc1
→ 13	-3	18%	-14%	i	-1.3	i	-1%
CCC(Sc1nnc(C)c(=O)[nH]1)C(=O)Nc1cccc2ccccc12 (stereo not given)
→ -22	7	8%	11%	-2%	3.2	i	0%
CC(=O)Nc1c(C(=O)N2CCCCCC2)cnn1-c1ccccc1
→ -7	5	9%	18%	-22%	3.5	i	1%
CC1CCN(C(=O)CNC(=O)CNS(=O)(=O)c2ccccc2)CC1
→ 4	9	1%	0%	-2%	-0.8	i	0%
COC(=O)CC(N)c1ccc(Br)cc1 (stereo not given)
→ 0	3	7%	?	14%	-0.5	i	2%
COCCNC(=S)N/N=C(\C)c1ccc(Cl)c(Cl)c1Cl
→ -19	-10	3%	-4%	i	-0.5	i	0%
O=C(O)c1ccc(CNCc2cccc(Cl)c2Cl)cc1
→ -20	-2	-2%	18%	?	0.0	i	2%
COc1ccc([N+](=O)[O-])cc1C1NN=C(c2ccccc2O)S1 (stereo not given)
→ -5	-4	0%	-1%	-7%[57.5 µM]	-0.1	i	0%
COc1ccc(-n2nnnc2SCc2nc(N)nc(N3CCOCC3)n2)cc1
→ 4	-1	-46%[inhibitor][15.6 µM]	12%	i	1.9	·	1%
CCN(CC)C(=O)Cn1cc(C(=O)C(=O)N2CCN(Cc3ccc4c(c3)OCO4)CC2)c2ccccc21
→ 8	-7	-3%	-4%	i	-2.3	i	-3%
S=c1[nH]nc(-c2cc(-c3ccccc3)n[nH]2)n1/N=C/C=C/c1ccco1
→ -22	-7	-1%	-3%	i	1.7	i	0%
COc1ccc(C2CC(c3cccs3)=NN2S(C)(=O)=O)cc1OC (stereo not given)
→ -20	-3	5%	-7%	-20%	-6.1	i	-3%
CCN(C(=O)c1ccc(Br)cc1)c1ccccc1
→ -10	0	2%	-19%	i	0.1	i	4%
CS(=O)(=O)N(CC(=O)N1CCCC1)c1ccccc1Br
→ 7	-10	0%	-2%	-8%	-4.7	i	1%
CCOC(=O)[C@@H]1CSCCS(=O)(=O)N1
→ -7	-14	4%	3%	i	0.4	i	·
CCN(CC)C(=O)CSc1ncccc1-c1nc2ccccc2[nH]1
→ -10	-4	-3%	5%	i	2.2	i	-2%
CC(C)(C)c1ccc(C(=O)OCC(=O)Nc2cccc(S(=O)(=O)NC3=NCCC3)c2)cc1
→ 12	0	-2%	-18%	i	-1.3	i	·
CCCCn1c(CN2CCN(c3ccc(F)cc3)CC2)nc2c1c(=O)n(C)c(=O)n2C
→ 6	5	3%	0%	-25%	-4.3	i	1%
Cc1ccccc1-n1c(Cn2c(=O)sc3ccccc32)nnc1SCC(=O)N1CCCC1
→ 0	-2	9%	2%	6%	-6.2	i	2%
O=C(C1CCC(Cn2c(=S)[nH]c3ccccc3c2=O)CC1)N1CCN(c2ccccn2)CC1 (stereo not given)
→ 11	2	27%	2%	-43%[inhibitor]	-3.7	i	1%
O=C(CSc1ccc(C(F)(F)F)cn1)Nc1ccccc1
→ 12	-7	5%	-5%	-8%	0.3	i	0%
COc1cc(OC)cc(C(=O)Nc2ccc(S(=O)(=O)Nc3cc(C)on3)cc2)c1
→ -11	1	-9%	2%	i	0.6	i	0%
COc1ccccc1C(=O)Nc1ccc(S(=O)(=O)Nc2onc(C)c2C)cc1
→ 9	1	6%	-1%	5%	1.3	i	3%
COc1ccc(N=Cc2oc3ccc4ccccc4c3c2O)cc1
→ 2	8	-3%	-7%	-4%	0.7	i	1%
Cc1ccc(Cl)cc1NC(=O)CN1CCN(C(=O)C2CCCO2)CC1 (stereo not given)
→ 4	-3	-4%	-2%	i	-1.0	i	2%
O=C(NC1CC2CCCC(C1)N2C(=O)Nc1ccccc1Cl)C1CC1 (stereo not given)
→ -1	2	10%	-5%	-9%	0.2	i	1%
CC(=O)c1cccc(NC(=O)CCn2c(=S)oc3ccccc32)c1
→ -1	3	5%	-15%	i	0.7	i	-3%
O=S1(=O)CC(N2CCN(Cc3ccccc3F)CC2)CN1Cc1cn(Cc2ccccc2)nn1 (stereo not given)
→ 0	2	0%	4%	-35%[inhibitor]	-1.2	i	·
COc1ccc(S(=O)(=O)N2CCCCC2)cc1NC(=O)COc1ccccc1
→ -16	-5	7%	-7%	-12%	-2.3	i	-2%
COCCn1c(C)cc(C(=O)COC(=O)c2cccnc2SC)c1C
→ -2	1	10%	3%	i	0.6	i	0%
CNc1cc(-c2ccc(C(=O)OC)cc2)ncn1
→ 0	-4	11%	7%	-9%	-1.4	i	·
COc1cccc(CN2CCNC(=O)C2CC(=O)N2CCCCO2)c1OC (stereo not given)
→ 21	3	2%	-2%[57.1 µM]	i	1.6	i	1%
Cc1ccc(C(=O)c2oc3ccc(Cl)cc3c2NC(=O)CN2CCN(C)CC2)cc1
→ 4	-6	12%	-14%	?	-1.7	i	-5%
O=C(C1CCC1)N1CCc2cc(S(=O)(=O)NC3CCCc4ccccc43)ccc21 (stereo not given)
→ -16	1	8%	0%	-29%	2.9	i	0%
Cc1ccc(S(=O)(=O)c2nc(-c3ccccc3)oc2N2CCCC2)cc1
→ 0	5	3%	-5%	i	0.4	i	1%
COc1cc(/C=C2\C(=N)N3N=C(S(C)(=O)=O)SC3=NC2=O)cc(OC)c1OCCOc1ccccc1C
→ ?	-10	10%	?	-20%	-3.5	i	-1%
COc1ccc(C(=O)NC2CC2)cc1OC1CCN(Cc2ccc(F)cc2Cl)CC1
→ 0	4	-5%	-11%	i	-1.5	i	·
CC(CN1CCCCC1)OC(=O)C(C)(c1ccccc1)c1ccccc1 (stereo not given)
→ -53*	-5	7%	25%	-2%	0.0	i	0%

Assay outcomes deposited in PubChem BioAssay by National Center for Advancing Translational Sciences (NCATS).
